TAAR1 antag: antagonists of human TAAR1; inhibition, % at 3 µM; CHO RD-HGA16 TAAR1, Fluo-8 calcium fluorescence, antagonist; 360,000 tested, 1.5% active;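 active = inhibition above a per-plate cutoff, the mean inhibition of test compounds on that plate plus 3 SD, cut at about 49% in these data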;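 also: 0% = DMSO plus EC80 beta-PEA response and 100% = DMSO alone without agonist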
Target sequence (Q96RJ0 whole entry, looked up): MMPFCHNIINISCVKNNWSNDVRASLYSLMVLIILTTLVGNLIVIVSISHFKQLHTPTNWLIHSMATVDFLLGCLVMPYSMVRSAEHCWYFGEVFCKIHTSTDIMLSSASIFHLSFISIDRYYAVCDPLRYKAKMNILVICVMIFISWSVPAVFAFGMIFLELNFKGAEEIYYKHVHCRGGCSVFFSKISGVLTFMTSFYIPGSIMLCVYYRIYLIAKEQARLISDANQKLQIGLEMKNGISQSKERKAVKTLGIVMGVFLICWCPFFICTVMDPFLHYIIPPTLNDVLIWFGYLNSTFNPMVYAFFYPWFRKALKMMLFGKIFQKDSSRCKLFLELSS
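Assay system: RD-HGA16 CHO cells with stable hTAAR1 and Gα16 / Reagent: EC80 β-phenethylamine stimulus / Doses: 3 µM, single point / Timing: dye loading 75 min at 37 °C, then 30 min room temperature / Measured by: Fluo-8 intracellular calcium dye fluorescence, real-time kinetic reads / Controls: vehicle wells and EC80 agonist wells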
M5 antag: CHRM5 antagonism in calcium assay; 360,000 tested, 0.59% active; AID 624040; CHO-hM5 cells, Fluo-8 calcium fluorescence, ACh EC80; inhibition, % at 3 µM; P08912;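 active = inhibition above a per-plate cutoff, the mean of that plate's test compounds plus 3 SD, cut at about 27% in these data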;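 also: 0% = acetylcholine EC80 with DMSO and 100% = DMSO without agonist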
CHO-K1 Ca PAM: M1 PAM counterscreen hit in parental CHO-K1 cells; 360,000 tested, 0.02% active; AID 602247; ATP EC20, Fluo-8 calcium fluorescence; 0% at ATP EC20, 100% at ATP max; activation, % at 3 µM;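 active = activation above the run cutoff, the mean activation of all test compounds plus 3 SD, cut at about 40% in these data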;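 also: peak over basal fluorescence ratio in a 140 s read after ATP addition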
M5 ag: CHRM5 agonism in calcium assay; CHO-K1 hM5 cells, Fluo-8 calcium fluorescence; 0% DMSO wells, 100% maximal acetylcholine response; P08912; 360,000 tested, 0.19% active; activation, % at 3 µM;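 active = activation above the run's mean over test compounds plus 3 SD, cut at about 23% in these data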;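 also: signal is peak over basal fluorescence ratio across the kinetic read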
CRFBP-R2 agonist: CRF-BP/CRF-R2 complex agonism. AID 588473. 350,000 tested, 0.46% active. HEK293 CRF-R2/CRF-BP, calcium dye fluorescence (FLIPR); percent of saturating CRF peptide response. activation, % at 13.2 µM;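 active = activation of at least 50%, plus an integration ratio under a set limit after plate pattern correction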;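 also: plate controls were neutral control wells without compound for no effect and CRF at EC100 for full effect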
CRFBP-R2 block: antagonists of CRF-binding protein/CRF-R2 receptor complex. HEK293 CRF-R2/CRF-BP, CRF-induced calcium fluorescence. inhibition, % at 11.8 µM. 350,000 tested, 0.59% active. AID 588475;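 active = inhibition of the ligand-induced calcium signal above about 50% at the single tested concentration, limit read from the data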
TAAR1 ag: human TAAR1 agonism; Q96RJ0; CHO RD-HGA16 TAAR1, Fluo-8 calcium fluorescence; vehicle wells 0%, saturating PEA agonist 100%; 360,000 tested, 0.99% active; activation, % at 3 µM;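 active = activation above the mean activation of all test compounds in the run plus 3 SD, cut at about 38% in these data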
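test system = CHO RD-HGA16 cells carrying human TAAR1 plus Gα16 | schedule = 17-24 h seeding, 75 min 37 °C dye, 30 min RT | compound dosing = 3 µM single concentration | control set = DMSO and PEA EC100 | replicates = n 1 | signal = Fluo-8 fluorescence, 5 s baseline then 140 s kinetic read | measure = percent activation vs PEA EC100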
M4 PAM: CHRM4 positive allosteric modulation; activation, % at 3 µM; AID 624126; CHO-K1 hM4/Gqi5, Fluo-8 calcium fluorescence, ACh EC20; 0% = ACh EC20, 100% = maximal ACh; P08173; 360,000 tested, 0.4% active;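 active = activation above its plate's cutoff, the mean activation of sample wells plus 3 SD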; also: some results filed as inactive read as strong as hits
Target sequence (P08173 whole entry, looked up): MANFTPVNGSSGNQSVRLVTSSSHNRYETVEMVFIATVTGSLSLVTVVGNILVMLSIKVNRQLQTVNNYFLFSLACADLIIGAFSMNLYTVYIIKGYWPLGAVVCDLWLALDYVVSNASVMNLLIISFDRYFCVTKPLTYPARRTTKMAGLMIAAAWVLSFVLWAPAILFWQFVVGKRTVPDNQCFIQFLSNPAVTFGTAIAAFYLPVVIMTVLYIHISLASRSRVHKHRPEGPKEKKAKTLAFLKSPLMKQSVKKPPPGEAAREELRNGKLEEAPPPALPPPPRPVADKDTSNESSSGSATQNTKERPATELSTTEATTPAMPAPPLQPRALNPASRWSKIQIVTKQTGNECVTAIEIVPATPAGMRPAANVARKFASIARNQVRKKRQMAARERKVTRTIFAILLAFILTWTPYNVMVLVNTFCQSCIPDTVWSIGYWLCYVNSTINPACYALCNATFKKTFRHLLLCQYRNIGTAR
CHRM5 PAM: CHRM5 positive allosteric modulation. CHO-K1 hM5, Fluo-8 calcium, ACh EC20 PAM; 0% = ACh EC20, 100% = ACh EC100. AID 624038. 360,000 tested, 0.3% active. P08912. activation, % at 3 µM;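 active = activation above the run cutoff, the mean activation of all test compounds plus 3 SD, cut at about 18% in these data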
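Assay system: CHO-K1 hM5 cells / Incubation: Fluo-8 loading 80 min at 37 °C plus 30 min room temperature / Technique: Fluo-8 calcium dye fluorescence, kinetic read / Repeats: single replicate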
The depositor's hits bear a star; . = not tested or not shown. Random draw from the library. About 4.2% of those tested had a hit in this group.

Below each SMILES: TAAR1 antag	M5 antag	CHO-K1 Ca PAM	M5 ag	CRFBP-R2 agonist	CRFBP-R2 block	TAAR1 ag	M4 PAM	CHRM5 PAM
CC1(C(=O)NCc2ccc(C(F)(F)F)cc2)CCN1C1Cc2ccccc2C1 (stereo not drawn)
 : 1	-2	16	0	.	.	6	2	0
CCOC(=O)Cn1c(=O)oc2cc(S(=O)(=O)Nc3cc(Cl)ccc3OC)ccc21
 : 22	5	11	7	3.5	2	9	-5	-12
Cc1c(NC(=O)c2cnn3cccnc23)c(=O)n(-c2ccccc2)n1C
 : .	6	13	-2	2.6	-13	.	13	1
CCCNC(=O)CS(=O)(=O)Cc1nc(-c2ccccc2C)oc1C
 : -22	4	4	1	-3.5	4	-1	1	-5
Cc1nc2ccc(C(=O)N3CCN(c4ccccc4)CC3)cn2c1N(C)C(=O)CCc1ccccc1
 : -12	-1	10	-2	.	.	2	2	-3
CCc1ccc(C2CC(=O)N(c3ccc(F)cc3)C3=C2C(=O)OC3)cc1 (stereo not drawn)
 : 12	10	8	-3	1.0	0	5	10	-7
O=C(NCc1ccncc1)C(=O)NCC1OCCCN1S(=O)(=O)c1ccccc1 (stereo not drawn)
 : -4	-3	26	-3	-1.6	6	1	-5	0
CN(C)CC(O)CN1C(=O)N(CN2C(=O)N(CC(O)CN(C)C)C(=O)C2(C)C)C(C)(C)C1=O (stereo not drawn)
 : -3	-9	16	-2	-0.8	8	7	11	4
Nc1ccc2ccccc2c1[N+](=O)[O-]
 : -6	16	18	-6	-0.4	11	3	3	0
Cc1ccc(OC2CCN(C(=O)[C@H]3O[C@@H](n4ccc(=O)[nH]c4=O)[C@H](O)[C@@H]3O)CC2)cc1
 : 1	10	18	2	.	.	0	5	-3
COc1cccc(NC(=S)N(CCCN2CCC(C)CC2)Cc2cccs2)c1
 : -4	10	11	-17	-2.2	-9	2	-2	-3
Cc1ccc(NC(=S)N(CCN(C)C)Cc2cccs2)cc1
 : -10	10	28	-14	0.8	-4	5	0	5
O=C(C1CCOCC1)N1CCCC(N2CCN(c3ccc(F)cc3)CC2)C1 (stereo not drawn)
 : -11	-1	-4	-6	-2.0	-1	0	6	1
CC(=O)c1ccc2noc(-c3ccc(C)cc3)c2c1
 : 1	-2	4	-2	2.1	14	7	1	1
c1ccc(-n2nnnc2-c2cnc(-c3cccnc3)nc2-c2cccs2)cc1
 : -2	4	5	-13	-1.8	5	8	-2	-5
OCc1c(Cl)nc2ccccn12
 : -17	3	12	-1	-0.8	9	0	5	-5
Cc1c(C(=O)NCc2ccc(C#N)cc2)sc(=O)n1Cc1ccc(C(=O)N(C)C)cc1
 : 0	-4	12	1	.	.	2	3	-4
C/C(=N\NC(=O)COc1ccc(C)cc1Br)c1cc([N+](=O)[O-])cs1
 : -8	10	3	3	1.3	8	1	5	-5
O=C(Nc1nnc(-c2ccc(Cl)cc2)o1)C1=COCCO1
 : -6	-3	22	1	0.1	-21	8	4	4
COc1ccc(/C=C(\C#N)c2n[nH]c(Cn3cncn3)n2)cc1
 : 7	1	7	-2	0.9	-1	0	-1	8

Reprinted from above for reference:
Below each SMILES: TAAR1 antag	M5 antag	CHO-K1 Ca PAM	M5 ag	CRFBP-R2 agonist	CRFBP-R2 block	TAAR1 ag	M4 PAM	CHRM5 PAM
CC1(C(=O)NCc2ccc(C(F)(F)F)cc2)CCN1C1Cc2ccccc2C1 (stereo not drawn)
 : 1	-2	16	0	.	.	6	2	0
CCOC(=O)Cn1c(=O)oc2cc(S(=O)(=O)Nc3cc(Cl)ccc3OC)ccc21
 : 22	5	11	7	3.5	2	9	-5	-12

New compounds follow.
Below each SMILES: TAAR1 antag	M5 antag	CHO-K1 Ca PAM	M5 ag	CRFBP-R2 agonist	CRFBP-R2 block	TAAR1 ag	M4 PAM	CHRM5 PAM
COc1cc(C(=O)OCC(=O)c2c[nH]c3ccccc23)ccc1OCC(=O)N1CCOCC1
 : 6	-3	3	5	0.8	-11	5	3	-1
O=C(c1ccccc1)n1nc(-c2ccccc2)nc1NCc1ccco1
 : -7	1	14	3	3.6	-18	0	-4	1
CCCCOCCCNC(=O)C[C@@H]1C[C@@]2(C(=O)OCC)CCCC=C2N(Cc2cccc3ccccc23)C1=O
 : 1	-1	21	-4	.	.	-1	8	1
O=C(O)c1ccc2c(c1)C(=O)N(N1C(=O)c3ccccc3C1=O)C2=O
 : 4	3	20	0	-2.2	8	-3	4	-1
CCOC(=O)COc1ccccc1C1Nc2ccccc2C(=O)N1c1cccc(Cl)c1 (stereo not drawn)
 : -28	10	8	-7	1.2	33	0	-4	-14
COc1ccc(NC(=O)NNC(=O)C(C)Oc2ccc3ccccc3c2)cc1OC (stereo not drawn)
 : 3	-19	-14	0	0.2	17	0	0	6
CCN(CC)S(=O)(=O)c1ccc(=O)n(CC(=O)N2Cc3ccccc3CC2C(N)=O)c1 (stereo not drawn)
 : -8	3	4	2	3.7	-3	0	5	-1
CCOC(=O)C1=C(c2ccccc2)N=C2SCC(=O)N2C1c1ccc(O)c(OC)c1 (stereo not drawn)
 : 6	2	21	1	-1.0	-3	9	7	-2
Cc1onc(-c2c(Cl)cccc2Cl)c1C(=O)NC(=S)Nc1sc2c(c1C(N)=O)CCC(C)C2 (stereo not drawn)
 : 3	1	10	2	-0.9	-4	4	3	0
Cc1ccc(C(=O)c2c[nH]c(C(=O)NCCCN3CCOCC3)c2)cc1
 : 0	-1	7	-2	-0.2	39	2	-5	-1
CCOP(=O)(OCC)c1nc(-c2ccc(Cl)cc2)oc1NCc1ccccc1
 : -10	-13	17	-6	4.2	-9	12	3	13
CCOc1cc(/C=C2\SC(N3CCCCC3)=NC2=O)ccc1O
 : -13	7	-1	-5	3.7	8	0	5	2
CCc1cccc(OCCOC(=O)CNS(=O)(=O)c2ccc(NC(C)=O)cc2)c1
 : 3	2	-21	-2	0.6	-10	7	-2	-3
COC(=O)c1ccccc1N(C)S(=O)(=O)c1cc2c(cc1C)OCC(=O)N2
 : -11	5	14	-2	-1.7	3	1	-7	-16
COc1ccc(C2CC(=O)c3c(C)nc(N4CCN(c5ccccc5)CC4)nc3C2)cc1 (stereo not drawn)
 : -3	-4	11	-1	0.1	14	0	5	2
Cn1c(=O)oc2cc(S(=O)(=O)NCCC(=O)NCCc3ccc(Cl)cc3)ccc21
 : 5	1	27	7	0.4	-15	12	-4	-4
Cc1ccc(C)c(C(=O)CN2Cc3ccccc3C2=O)c1
 : -29	-6	-2	3	-2.8	-14	9	-10	8
COc1ccc(NC(=O)CCN2CCN(S(=O)(=O)c3cc(Cl)ccc3Cl)CC2)cc1
 : -7	-6	58*	6	-0.7	7	7	-4	-2
O=S(=O)(NC1CCCCC1)c1ccc(Cl)s1
 : 0	11	-9	-7	-1.2	-6	-2	-11	-7
Nc1cc(N)cc(-c2nc3ccccc3o2)c1
 : 10	1	15	2	0.3	2	1	2	-4
CCOC(=O)c1c(C)[nH]c(C2=NNC(=NC3CC3)SC2)c1C
 : .	6	-18	2	-0.4	-36	.	-2	6
COC(C[C@H](O)C[C@@H](O)COCc1ccccc1)OC
 : -12	7	26	3	3.5	4	3	6	0
O=c1c2ccc([N+](=O)[O-])cc2ncn1CCOc1ccc(Cl)cc1
 : 64*	24	0	-5	0.0	-14	21	-21	-30
Cc1cc(C)c(C(N)=O)c(Cl)n1
 : -4	-1	-11	-3	1.1	10	6	-3	0
CC(C)C(N)c1csc(NC(=O)Nc2ccc(OC(F)(F)F)cc2)n1 (stereo not drawn)
 : 13	10	11	5	.	.	16	2	-6
CN(C(=O)CSc1nncc2ccccc12)c1ccccc1
 : -15	5	-6	0	5.8	3	5	-3	-1
c1ccc(SCCOCCN2CCc3ccccc3C2)cc1
 : -20	7	5	-9	0.9	6	50*	-6	-8
COc1ccc(C(C)NC(=O)C2CCCC2)cc1 (stereo not drawn)
 : -15	4	-20	-1	-0.3	0	2	-3	3
CCCCn1c(=O)c2c(O)cc(=O)oc2c2ccccc21
 : 3	-2	17	3	-0.2	9	3	-4	4
O=C(O)CC(c1cccc2ccccc12)n1cccc1 (stereo not drawn)
 : 15	3	2	0	-0.3	10	2	0	-7
COc1ccc(NC(=O)CNS(=O)(=O)c2cccs2)c(OC)c1
 : -10	1	-2	0	0.7	-4	15	1	-3
Cc1cc(OC(=O)c2ccccc2Br)cc(=O)n1C
 : -10	0	-6	2	1.7	-8	2	1	1
CCCCOc1ccc(CC2CCC(=O)NC2=O)cc1 (stereo not drawn)
 : 19	9	-10	-5	-0.7	3	3	1	-3
Cc1ccccc1NC(=O)COC(=O)c1c(-c2ccccc2)noc1C
 : 4	3	14	1	-1.0	7	0	-2	2
CC(C)CCc1noc(CN(C)CCC2CCOCC2)n1
 : -29	-8	8	3	-1.8	0	1	-9	16
CCN(C(=O)COC(=O)c1cnc(C)cn1)C1CCCCC1
 : -5	4	10	-1	0.7	1	5	6	-9
CCOC(=O)/C=C1\SCC(=O)N1CC(=O)NC(C)c1ccccc1 (stereo not drawn)
 : -2	1	13	-2	3.1	-5	2	-2	-1
O=S(=O)(c1cccc(-c2nnc(SCc3nc4ccccc4s3)o2)c1)N1CCOCC1
 : 22	-4	13	-14	2.9	3	6	-15	-22
c1coc(-c2nc3c4c5c(sc4ncn3n2)CCCC5)c1
 : 2	2	10	-3	-2.7	14	19	2	0
CN(C)CCNC(=O)c1ccc(Cl)c2cc3ccccc3nc12
 : -4	1	18	-6	4.5	4	0	-1	2
N#CC(c1cccc(C(F)(F)F)c1)(c1ncc(C(F)(F)F)cc1Cl)N1CCOCC1 (stereo not drawn)
 : -4	-9	30	-5	0.5	-3	2	1	8
O=C(Nc1ccc2oc(-c3ccc(Cl)c(Cl)c3)nc2c1)c1ncn[nH]1
 : 0	-9	19	-8	-2.2	-2	9	4	7
CC(=O)Nc1cccc2c1C(=O)N(c1ccccc1OC(C)=O)C2=O
 : 2	2	19	2	0.6	-15	0	-4	-2
CCOC(=O)Nc1c(Cl)[nH]c(=O)n(C)c1=O
 : 7	5	21	2	0.0	-15	0	2	4
COC(=O)CCC(=O)OC1(C)C(=O)C=C2C=C(C3CC3)N(Cc3ccco3)C=C2C1=O (stereo not drawn)
 : -11	10	10	2	4.1	-2	8	1	-6
COc1cc2c(cc1OC)C(c1cccc([N+](=O)[O-])c1)=NCC2
 : -10	-2	6	-8	-4.7	10	-1	4	-5
Cc1ccc(C(C)C)cc1OCC(=O)N/N=C/c1ccc2c(c1)OCCO2
 : -12	20	20	-2	-3.3	6	6	-12	-18
Cc1nc(SCC(=O)Nc2ccc(C)c(F)c2)c2oc3ccccc3c2n1
 : -2	7	-7	-2	2.3	-4	10	5	0

2 of the compounds above, with tabs:
smiles	TAAR1 antag	M5 antag	CHO-K1 Ca PAM	M5 ag	CRFBP-R2 agonist	CRFBP-R2 block	TAAR1 ag	M4 PAM	CHRM5 PAM
N#CC(c1cccc(C(F)(F)F)c1)(c1ncc(C(F)(F)F)cc1Cl)N1CCOCC1 (stereo not drawn)	-4	-9	30	-5	0.5	-3	2	1	8
CC(=O)Nc1cccc2c1C(=O)N(c1ccccc1OC(C)=O)C2=O	2	2	19	2	0.6	-15	0	-4	-2

Source: PubChem
